Screening data as filed in PubChem.
PGC1a acetyl inh – lowers PGC1a acetylation signal in U2OS cells; AlphaScreen anti-acetyl-lysine; with virally co-expressed GCN5 acetyltransferase; inhibition, % at 15.6 µM; 0.17% of 350,000 active; AID 651687;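 active = every replicate shows inhibition of at least 40%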;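 note: 0% = neutral control wells and 100% = positive control wells; some results beyond the cut were filed as inactive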
LGR2 antag – blocks bursicon-induced cAMP signaling via Drosophila LGR2; HEK293 LGR2, CRE-luciferase, bursicon-stimulated, 4 h; inhibition, % at 9.99 µM; 0.35% of 380,000 active; AID 720647;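 active = drop in luminescence signal, shown as inhibition above about 50% in the replicate tests, limit read from the data, passing the limit was not always enough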;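 note: agonist challenge used bursicon conditioned medium at about half maximal strength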
C2C12 statin – suppressors of simvastatin-induced myotoxicity in C2C12 myotubes; ATP luminescence, 48 h; scaled: DMSO 0, geranylgeraniol control 100; rescue of ATP level, % at 7.49 µM; 0.78% of 330,000 active;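 active = mean ATP rescue above about 67%, or every replicate alone reaching that limit, limit read from the data, passing the limit was not always enough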;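 note: myotubes were challenged with 10 µM simvastatin during compound exposure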
SIRT5 block – inhibitors of human sirtuin-5 desuccinylase; inhibition, % at 15 µM; Purified SirT5, succinyl-peptide AMC, trypsin-coupled fluorescence; 1.1% of 330,000 active; AID 652115; in the data active = inhibition above about 15%
S100A4 inh HTS – blocks human S100A4 binding to myosin IIA peptide; P26447; S100A4/TAMRA-MyoIIA peptide fluorescence polarization; inhibition, % at 10.7 µM; 0.14% of 360,000 active; AID 652163;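 active = mean inhibition of at least 70% across replicates, with every replicate also reaching that level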
Target sequence (P26447 whole entry, looked up): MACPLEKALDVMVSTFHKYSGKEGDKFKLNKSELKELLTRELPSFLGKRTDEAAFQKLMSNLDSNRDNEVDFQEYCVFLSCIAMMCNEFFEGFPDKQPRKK
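Material: S100A4 monomer protein / Buffer or medium: 50 mM HEPES pH 7.2, 10 mM CaCl2, 100 mM KCl / Times: 5 min incubation before reading / Benchmarks: neutral control DMSO, positive control TFP / Reagent: labelled myosin peptide probe, 5 nM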
XiGFP reactiv – X-chromosome reactivation activator; XiGFP mouse fibroblasts, % GFP-positive cells imaging, 3 d; cells co-treated with 5-aza-dC sensitizer; scaled so ellipticine positive control = 100%; activation, % at 7.58 µM; 0.055% of 360,000 active; AID 743238;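 active = mean normalized replicate activation at least 10% and every replicate at or above 10%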;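 note: 0% = median of on-plate neutral control wells and 100% = ellipticine 6 µM median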
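Assay system: SV40-immortalized XiGFP fibroblast cells, line 68-5-11; buffer or medium: DMEM plus 5-aza-dC sensitizer; compound: one concentration, pinned; timing: compounds 3 days, fix/stain 15 min at room temperature; benchmarks: positive control ellipticine, 6 µM final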
Cneo AK release – Cryptococcus neoformans lysis via adenylate kinase release; lysis activity, % at 15 µM; 0.2% of 360,000 active; C. neoformans lysis, adenylate kinase release luminescence, 4 h; normalised: neutral wells 0, clomiphene wells 100; AID 651654;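 active = mean lysis activity across replicates of at least 80%, whatever share of replicates individually reach that level; inactive = mean lysis activity below 80%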
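read-out = cell lysis signal | test system = log-phase Cryptococcus neoformans yeast cells | input = cells at 5 × 10^6 per mL | medium = fresh YPD growth medium | signal = luminescent adenylate kinase detection reagent | timing = 4 h at 37 °C static, read 1 h later | dosing = single dose | controls = Clomiphene as positive lysis control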
ERAP1 inh – blocks human ERAP1 aminopeptidase activity; 0.15% of 340,000 active; AID 652197; Q9NZ08; inhibition, % at 10.7 µM; recombinant ERAP1, Leu-AMC fluorescence, 60 min;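 active = mean replicate inhibition of at least 30%, or all replicates individually reaching that 30% level; inactive = mean below 30% and not every replicate reaching it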;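 note: 0% = neutral control wells and 100% = L-leucinethiol positive control wells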
Target sequence (Q9NZ08 whole entry, looked up): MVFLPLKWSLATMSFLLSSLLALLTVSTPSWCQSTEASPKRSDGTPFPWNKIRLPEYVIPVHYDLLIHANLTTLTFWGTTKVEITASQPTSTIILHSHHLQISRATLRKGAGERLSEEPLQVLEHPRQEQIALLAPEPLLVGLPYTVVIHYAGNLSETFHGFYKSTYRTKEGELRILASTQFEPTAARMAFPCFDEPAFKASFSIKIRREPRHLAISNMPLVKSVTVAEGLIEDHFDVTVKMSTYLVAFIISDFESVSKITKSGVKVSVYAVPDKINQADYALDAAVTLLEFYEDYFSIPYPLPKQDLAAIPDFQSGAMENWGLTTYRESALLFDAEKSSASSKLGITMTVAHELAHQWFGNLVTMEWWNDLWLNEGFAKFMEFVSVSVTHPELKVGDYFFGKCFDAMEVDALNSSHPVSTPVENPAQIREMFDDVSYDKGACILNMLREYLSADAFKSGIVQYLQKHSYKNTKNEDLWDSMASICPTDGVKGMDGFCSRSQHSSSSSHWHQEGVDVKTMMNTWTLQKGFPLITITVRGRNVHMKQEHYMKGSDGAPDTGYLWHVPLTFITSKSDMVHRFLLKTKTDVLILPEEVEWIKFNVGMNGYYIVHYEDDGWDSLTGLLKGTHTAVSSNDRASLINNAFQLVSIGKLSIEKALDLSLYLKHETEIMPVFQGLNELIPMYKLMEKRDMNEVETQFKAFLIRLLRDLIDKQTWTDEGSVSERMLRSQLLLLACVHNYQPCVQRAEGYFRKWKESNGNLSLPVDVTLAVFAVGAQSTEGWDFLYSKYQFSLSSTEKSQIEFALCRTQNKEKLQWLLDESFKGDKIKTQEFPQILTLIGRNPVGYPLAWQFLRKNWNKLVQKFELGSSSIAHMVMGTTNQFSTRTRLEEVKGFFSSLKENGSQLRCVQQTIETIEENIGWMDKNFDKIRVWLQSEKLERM
* = called active by the depositor; · = not tested or not shown. Not all compounds are listed; rates above refer to the full screens.

SMILES	PGC1a acetyl inh	LGR2 antag	C2C12 statin	SIRT5 block	S100A4 inh HTS	XiGFP reactiv	Cneo AK release	ERAP1 inh
COc1ccc(C(=O)Nc2nnc(-c3ccc(F)cc3)s2)c(OC)c1	·	-14	-6	-2	-2	0.0	-1	-2
C/C=C/c1ccc(OCC(=O)Nc2cc(Cl)ccc2-n2cncn2)c(OC)c1	·	18	-23	-2	-4	0.0	-2	1
Cn1c2ccccc2c2cc(/C=C(\NC(=O)c3ccccc3)C(=O)NCC(=O)O)ccc21	-3	2	0	6	-6	-0.3	-2	7
N#C[C@@H]1[C@H](c2ccc(-c3ccc(F)cc3)cc2)[C@@H](CO)N1C(=O)Cc1ccccc1	-18	4	4	4	14	-0.1	-2	0
O=C(NCCN1CCN(c2ccccc2)CC1)Nc1cccc(Cl)c1	4	5	-36	-2	-13	0.0	-1	0
O=C(O)c1cc(Cl)ccc1NC(=O)C1CCCO1 (stereo unspecified)	-18	22	6	-10	1	·	3	-2
Cn1c(NCc2cccnc2)nc2cc(-c3cccc(C(F)(F)F)c3)sc2c1=O	·	-15	-1	·	-8	-0.1	0	-2
O=C(NCc1ccccc1)[C@H]1CCCN1C(=O)[C@H]1CCCN1C(=O)c1ccc(F)cc1F	·	-19	·	·	0	-0.1	·	-3
O=C(C[C@@H]1C=C[C@H](NC(=O)c2cccc(F)c2)[C@H](CO)O1)NCc1ccc(Oc2ccccc2)cc1	-18	-24	9	0	2	0.9	17	6
Cc1ccnc(NC(=O)C2CCCN(S(=O)(=O)c3cnc[nH]3)C2)c1 (stereo unspecified)	-8	-5	-4	·	-4	-0.2	-1	·
Cc1cc(N2CCN(C(=O)OC(C)(C)C)C[C@@H]2C)ccc1N1CCS(=O)(=O)CC1	·	-1	·	·	-8	0.2	·	-1
CCC(=O)N1C[C@@H]2[C@H](c3ccccc31)[C@@H](CO)N2C(=O)Nc1ccccc1	3	21	-10	-3	5	0.5	55	-2
Cc1ccc2sc(N(CCCN(C)C)C(=O)c3ccc(S(=O)(=O)N(C)Cc4ccccc4)cc3)nc2c1C	·	17	12	-3	-13	-0.1	1	2
COc1ccc(/C=C/C(=O)Nc2cc(C)nn2-c2nc3ccccc3n2Cc2cccc([N+](=O)[O-])c2)cc1	-8	-12	·	·	·	-0.1	-2	·
O=C(COC(=O)Cc1ccccc1F)NCc1ccccc1Cl	0	12	-2	1	-3	-0.1	-1	-1
CCCN(CCC)CCCNC(=O)c1cc2c(=O)[nH]c3ccccc3c2s1	-21	-13	-9	-7	1	0.2	0	1
COc1ccc2c3c([nH]c2c1)[C@@H](CO)N(Cc1ccccc1)CC31CN(C)C1	1	7	·	2	-3	0.2	·	71*
Cc1ccsc1C(=O)NNC(=S)NCC(C)C	20	-11	-1	7	2	·	·	-1
O=C(CN1CCN(Cc2ccccc2)CC1)Nc1cccc(S(=O)(=O)N2CCCCCC2)c1	-11	31	·	6	-1	-0.1	·	-2
CCCNC(=S)N1CCC(C(=O)c2ccc(Cl)cc2)CC1	·	5	-3	-7	4	0.1	2	0
Cc1cccnc1NC(=O)c1cccc(S(=O)(=O)N2CCCc3ccccc32)c1	-4	30	5	0	-1	0.2	1	1
CC(C)(C)c1ccc(OCCCNC2CCCC2)cc1	-12	9	·	5	-9	0.2	·	10
CCOc1ccc(NC(=O)CNC(=O)c2ccc([N+](=O)[O-])cc2)cc1	7	3	·	-1	-17	0.0	·	-2
Cc1cc(C(=O)Nc2cccc3c2O[C@@H](CN(C)C(=O)Nc2c(C)noc2C)[C@H](C)CN([C@H](C)CO)C3=O)n(C)n1	2	-14	38	-1	-28	0.6	-2	1
Cc1cc(O)cc2c(=O)c3ccccc3sc12	1	0	·	0	-3	0.0	·	-5
C[C@H](CO)N1C[C@H](C)[C@@H](CN(C)CC2CCCCC2)OCCCC[C@H](C)Oc2ccc(NC(=O)c3ccncc3)cc2C1=O	-3	2	·	7	16	0.1	15	-1
CCOc1cc(S(=O)(=O)N(CC)CC)c(OCC)cc1-n1cnnn1	-12	2	1	-1	2	·	0	2
COc1ccc(-n2c3c(cc(C(=O)NNc4ccccc4C)c2=O)C(=O)CC(C)(C)C3)cc1	6	10	0	-2	18	0.1	0	6
O=C(C[C@@H]1CC[C@H]2[C@@H](COC[C@H](O)CN2Cc2ccc(Cl)cc2)O1)NCCc1ccccc1	-14	7	26	2	-2	0.2	2	2
CCCCC(=O)Nc1nnc(SCC(=O)Nc2ccc(OC)cc2)s1	-3	1	-1	-2	-8	0.4	-1	2

Looked up by compound from above (2):
SMILES	PGC1a acetyl inh	LGR2 antag	C2C12 statin	SIRT5 block	S100A4 inh HTS	XiGFP reactiv	Cneo AK release	ERAP1 inh
CCCCC(=O)Nc1nnc(SCC(=O)Nc2ccc(OC)cc2)s1	-3	1	-1	-2	-8	0.4	-1	2
COc1ccc(C(=O)Nc2nnc(-c3ccc(F)cc3)s2)c(OC)c1	·	-14	-6	-2	-2	0.0	-1	-2

The list goes on:
SMILES	PGC1a acetyl inh	LGR2 antag	C2C12 statin	SIRT5 block	S100A4 inh HTS	XiGFP reactiv	Cneo AK release	ERAP1 inh
COCCCNc1ccn2nc(-c3ccc(OCCN4CCOCC4)cc3)cc2n1	·	·	-5	-5	-5	0.0	-18	-1
Clc1ccccc1Cn1nc(-c2ccccc2)nc1-c1ccccc1	·	-2	·	0	-5	0.0	-1	-2
Cc1ccc(C)c(NC(=O)CNS(=O)(=O)c2ccccc2)c1	4	-3	8	·	·	·	-2	·
COCCCNC(=O)C[C@H]1C[C@@]2(C(=O)OC)C(=C[C@H](C(C)(C)C)O[C@@H]2C)N(Cc2ccc3c(c2)OCO3)C1=O	·	-10	·	·	-10	-0.1	·	-4
O=C(NCCN1CCN(c2ccccc2)CC1)c1ccc2c(c1)[nH]c(=S)n1c3ccccc3nc21	7	37	·	0	1	0.0	·	0
Cc1noc(C)c1NC(=O)Nc1cccc2c1O[C@@H](CN(C)C)[C@@H](C)CN([C@@H](C)CO)C2=O	7	6	-6	-2	10	-0.6	0	1
CCCCC1CN2CCc3c([nH]c4ccccc34)C2(C)C1 (stereo unspecified)	1	20	3	-1	-9	0.3	2	1
Cc1cc(C)c2c(N)c(C(=O)Nc3cccc(C)c3C)sc2n1	·	-50	-32	-1	-10	0.0	-2	2
CCn1c(=NC(=O)COc2ccccc2)sc2cccc(F)c21	·	-11	0	-4	-1	0.3	·	·
COc1ccc2c3c(n(C(=O)OC(C)(C)C)c2c1)C1CC=C(COC(C)=O)CN1CC3 (stereo unspecified)	·	-47	·	-4	-5	0.1	·	·
Oc1nc(Nc2cccc(Cl)c2)sc1/C=C1\C=Nc2ccccc21	·	4	·	2	2	0.2	-4	-1
CCOC(=O)c1cnc2c(OC)cccc2c1N1CCN(c2ccccn2)CC1	0	11	-16	0	6	0.1	1	13
CCOc1ccc(NC(=O)CCC(=O)NNC(=O)Nc2cccc(Cl)c2)cc1	3	16	·	-4	-5	-0.3	·	5
COc1ccc(S(=O)(=O)N(CCc2ccccc2)CC(N)=O)cc1	·	5	·	-3	3	0.0	·	0
CCOC(=O)c1sc(-c2ccccn2)nc1C	4	-17	·	-2	-1	0.0	·	1

4 structures from above, sorted by molar mass, descending:
SMILES	PGC1a acetyl inh	LGR2 antag	C2C12 statin	SIRT5 block	S100A4 inh HTS	XiGFP reactiv	Cneo AK release	ERAP1 inh
COCCCNC(=O)C[C@H]1C[C@@]2(C(=O)OC)C(=C[C@H](C(C)(C)C)O[C@@H]2C)N(Cc2ccc3c(c2)OCO3)C1=O	·	-10	·	·	-10	-0.1	·	-4
CCOC(=O)c1cnc2c(OC)cccc2c1N1CCN(c2ccccn2)CC1	0	11	-16	0	6	0.1	1	13
Cc1ccc(C)c(NC(=O)CNS(=O)(=O)c2ccccc2)c1	4	-3	8	·	·	·	-2	·
CCCCC1CN2CCc3c([nH]c4ccccc34)C2(C)C1 (stereo unspecified)	1	20	3	-1	-9	0.3	2	1

Additional structures follow.
SMILES	PGC1a acetyl inh	LGR2 antag	C2C12 statin	SIRT5 block	S100A4 inh HTS	XiGFP reactiv	Cneo AK release	ERAP1 inh
CCCN(CC(=O)Nc1ccc(NC(C)=O)cc1)CC(=O)Nc1ccc(F)c(F)c1F	4	-5	-17	-14	-9	0.0	1	2
COc1cccc(C(=O)NCCS(=O)(=O)N2CCCC(C)C2)c1 (stereo unspecified)	-7	9	-8	·	2	0.0	-1	12
CC(C)C#Cc1ccc2c(c1)O[C@@H](CN(C)C(=O)c1ccccc1)[C@H](C)CN([C@@H](C)CO)S2(=O)=O	3	3	-43	·	·	-0.5	-1	·
CCCCCCCCNC(=O)/C(C#N)=C/c1ccc2c(c1)OCCO2	·	5	·	-5	5	0.1	·	-1
Cc1ccc(NC(=O)CCc2nnc3ccc(N4CCOCC4)nn23)cc1C	-6	-6	7	0	2	1.3	2	1
COc1cc(C(=O)NCC(=O)N/N=C/c2cccnc2)cc(OC)c1OC	7	-5	14	1	-6	0.4	0	0
O=[N+]([O-])c1cccnc1Oc1ccc(C2SCCS2)cc1	·	-56	·	-5	-10	0.0	·	·
CCCNC(=O)N1CCC2(CC1)CN(Cc1cccc(OC)c1)[C@@H](CO)c1[nH]c3cc(OC)ccc3c12	1	-25	·	-1	8	0.0	·	0
CN(C)S(=O)(=O)n1cc(/C=C(\NC(=O)c2ccccc2F)C(=O)N2CCCC2)c2ccccc21	7	-4	-9	1	-5	0.1	·	-1
C[C@@H]1CN([C@H](C)CO)C(=O)c2cc(NC(=O)C3CCCCC3)ccc2O[C@@H](C)CCCCO[C@@H]1CN(C)Cc1ccc(C(F)(F)F)cc1	12	27	·	·	·	0.2	0	·
CS(=O)(=O)N(CC1CCC1)C[C@H]1N[C@@H](CO)[C@H]1c1ccccc1	7	3	-9	·	·	0.1	-1	·
CCOCCCNC(=O)Cn1cc2c(n1)CCCC2	2	-16	1	·	1	0.3	0	·
O=S(=O)(Cc1ccccc1)N1C[C@@H]2N[C@H](C1)C2c1ccc(-c2ccccc2)cc1 (stereo partly specified)	-24	-6	·	0	-2	0.1	·	3
COc1ccc(NC(=O)NC2(C(=O)N3CCOCC3)CCCCC2)cc1	3	6	-3	-3	-2	0.4	-2	-4
C[C@H]1CN([C@@H](C)CO)C(=O)c2ccccc2-c2ccccc2CO[C@H]1CN(C)C(=O)Nc1cccc(C(F)(F)F)c1	-1	4	·	3	4	0.2	-4	-2
C=CCSc1nc2sc3c(c2c(=O)n1CC)CCc1ccccc1-3	2	1	38	·	·	·	6	·
COc1ccc(S(=O)(=O)N[C@@H]2C=C[C@H](CC(=O)N3CCN(c4ccccc4)CC3)O[C@H]2CO)cc1	-3	-34	-3	0	6	0.4	-1	2
CC(C)Cc1ccc(CN2CCCC(NC(=O)c3cccc(-n4cnnc4)c3)C2)cc1 (stereo unspecified)	·	14	3	1	-1	0.1	-1	-3
CC1Sc2ccc(S(=O)(=O)N3CCC(C(=O)NCCc4ccccc4)CC3)cc2NC1=O (stereo unspecified)	0	-7	7	3	-3	0.1	5	1
O=C(Nc1ccnn1C1CCN(C(=O)c2cccc(Cl)c2)CC1)C1CC1	4	-2	1	-1	0	0.8	7	-2
CC(C)NC(=O)Nc1ccc2c(c1)C(=O)N([C@H](C)CO)C[C@H](C)[C@H](CN(C)C(=O)Nc1cccc3ccccc13)OCCCC[C@H](C)O2	1	17	·	3	0	0.2	0	3
CCCNC(=O)N[C@H]1CC[C@H](CCn2cc(C3CCCCC3)nn2)O[C@H]1CO	3	2	1	-3	-1	-0.2	-5	4
CCC(=O)Nc1ccc2c(c1)OC[C@H](C)N(Cc1cncnc1)C[C@@H](C)[C@@H](OC)CN(C)C2=O	-5	-2	8	-6	-10	0.5	1	0
